GSK3 alpha inh = blockers of GSK3A enzyme activity – biochemical, luminescence, cell-free homogeneous, HTS, primary screen; Glycogen synthase kinase-3 alpha (Homo sapiens), P49840; GSK-3 alpha kinase, ADP-Glo luminescence, 60 min; inhibition, % at 10 µM; 320,000 tested, 0.1% active;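 in the data active = inhibition above about 50%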;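 note: GST-tagged GSK-3 alpha with peptide substrate and 25 µM ATP; 0% = DMSO neutral wells and 100% = GW8510 positive control wells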
Target sequence (P49840 whole entry, looked up): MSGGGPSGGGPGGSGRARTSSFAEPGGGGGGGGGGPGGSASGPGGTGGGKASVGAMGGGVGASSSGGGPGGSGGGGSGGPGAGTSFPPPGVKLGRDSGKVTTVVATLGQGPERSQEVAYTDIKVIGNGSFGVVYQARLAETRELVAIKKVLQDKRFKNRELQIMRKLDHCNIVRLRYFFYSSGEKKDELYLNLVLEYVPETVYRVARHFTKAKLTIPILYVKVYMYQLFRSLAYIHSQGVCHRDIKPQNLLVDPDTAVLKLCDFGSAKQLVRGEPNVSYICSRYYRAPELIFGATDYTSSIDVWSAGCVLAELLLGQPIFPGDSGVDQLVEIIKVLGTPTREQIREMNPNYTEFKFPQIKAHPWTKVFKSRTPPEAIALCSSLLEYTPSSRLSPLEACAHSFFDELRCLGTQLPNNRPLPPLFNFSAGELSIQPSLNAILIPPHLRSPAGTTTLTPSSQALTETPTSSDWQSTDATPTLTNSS
HSP90 refold inh = HSP90 inhibitors, primary screen, cell lysate, luminescence | inhibition, % at 5.6 µM | 290,000 tested, 0.91% active | Heat shock protein HSP 90 (rabbit reticulocyte lysate; luciferase refolding) | Rabbit reticulocyte lysate, luciferase refolding luminescence, 3 h;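 active = inhibition above the screen-wide mean plus 3 SD, computed separately per campaign, cut at about 16% in these data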;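 note: 0% = DMSO wells and 100% = 60 µM geldanamycin wells; inhibitors lower the luminescence because luciferase stays unfolded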
KLF5 inhibitor = KLF5 expression inhibitors, primary screen, DLD-1 cells, luminescence | AID 1700, 2009 | 290,000 tested, 0.23% active | DLD-1 KLF5 promoter-luciferase reporter | inhibition, % at 5 µM;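 active = inhibition above a per-plate limit of that plate's mean compound inhibition plus 3 SD, cut at about 60% in these data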;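 note: 0% = DMSO wells and 100% = LY294002 at 200 µM; higher means less KLF5 promoter-driven luciferase light; inactives centre near -14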
IEC-6 tox = cytotoxicity in IEC-6 intestinal epithelial cells, primary screen, cytotoxicity control for KLF5 inhibitor project, cell-based, luminescence; IEC-6 cytotoxicity, luminescence viability; inhibition, % at 5 µM; 290,000 tested, 0.78% active; AID 1825, 2009; in the data active = inhibition above about 22%;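 note: 0% = plate median of test compound wells and 100% = cytotoxic reference compound wells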
aSyn UTR inh = MLPCN primary screen, SNCA 5' untranslated region; alpha-synuclein 5'UTR reporter, inhibitor activity; inhibition, % (tested at 7.5 µM); 300,000 tested, 0.82% active; in the data active = inhibition above about 60%;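 note: H4 neuroglioblastoma cells stably carrying SNCA 5'UTR luciferase fusion; 0% = DMSO wells and 100% = positive control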
GSK3B inh = human GSK3beta kinase inhibitors, primary screen, biochemical, cell-free homogeneous, HTS. 300,000 tested, 0.038% active. AID 2097, 2009. activity score (negative = inhibition), % at 10 µM. Glycogen synthase kinase-3 beta (Homo sapiens), P49841. GST-GSK3beta kinase, ADP-Glo luminescence, 60 min; hits give low values;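 active = more than half of replicate wells score below -50%, meaning over 50% inhibition versus plate controls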;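 note: 0% = median DMSO wells and -100% = median GW8510 positive control wells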
Target sequence (P49841 whole entry, looked up): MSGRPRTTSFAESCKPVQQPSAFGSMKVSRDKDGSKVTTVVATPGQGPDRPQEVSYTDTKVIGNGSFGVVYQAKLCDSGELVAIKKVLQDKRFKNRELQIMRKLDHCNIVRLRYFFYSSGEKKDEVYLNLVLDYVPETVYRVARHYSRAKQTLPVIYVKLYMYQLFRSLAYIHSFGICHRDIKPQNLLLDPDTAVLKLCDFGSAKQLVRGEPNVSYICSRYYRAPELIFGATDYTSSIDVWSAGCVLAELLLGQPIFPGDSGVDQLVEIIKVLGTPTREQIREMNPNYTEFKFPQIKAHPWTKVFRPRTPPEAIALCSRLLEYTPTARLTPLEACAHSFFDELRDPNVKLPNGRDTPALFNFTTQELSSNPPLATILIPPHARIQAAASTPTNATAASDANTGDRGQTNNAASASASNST
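Test system: GST-fused GSK3beta enzyme, cell-free | Quantity: 1.6 ng GST-GSK3beta enzyme per well | Reagent: 25 µM ATP with peptide substrate | Schedule: 60 min enzyme reaction, room temperature | Signal: Luminescent ADP-Glo measurement of ADP formed | Read-out basis: Score relative to plate controls | Control set: DMSO and 20 µM GW8510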
HSF1 activator = HSF-1 activators, primary screen, NIH3T3-HGL cells, MG132 stress, luminescence, single point. activation, % at 9 µM. NIH3T3-HGL HSF-1 luciferase reporter, 8 h; 100% = twice DMSO control signal. 300,000 tested, 1.7% active. AID 504408, 2011;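 active = mean replicate activation of at least 50% with a set share of replicates each reaching 50%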;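 note: 0% = median of the neutral control wells and 100% = twice that signal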
HSF1 inh = HSF1 inhibitors in luciferase reporter cells, primary screen, cell-based, NIH3T3, luminescence | 300,000 tested, 0.77% active | NIH3T3-HGL HSE-luciferase, MG132-induced, luminescence 8 h; hits give low values | activity change, negative = inhibition, % at 7.5 µM (by protocol);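 active = more than half of replicate wells show activity change below -50%, luminescence cut by over half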;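 note: luciferase reports HSF-1 transcriptional activity via heat shock element; 0% = median of DMSO wells and -100% = zero luminescence signal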
DYRK1A inh = rat Dyrk1A kinase inhibitors, primary screen, biochemical, single point, plate reader. Dual specificity tyrosine-phosphorylation-regulated kinase 1A (Rattus norvegicus), Q63470. ADP-Glo luminescence, NFATc1 peptide. inhibition, % at 12.5 µM. 310,000 tested, 0.43% active. AID 504441, 2011; in the data active = inhibition above about 50%;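 note: plate controls were vehicle with enzyme for no effect and no enzyme for full effect; many of its hits are not listed in these tables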
Platelet DG rel = inhibitors of platelet dense granule secretion, primary screen, cell-based, MLPCN, human platelets | human platelet-rich plasma, SFLLRN dense granule ATP release, luminescence | inhibition, %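 (compounds screened at 7.5 µM in platelet-rich plasma)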 | 300,000 tested, 0.22% active;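 active = mean replicate score, as percent of positive control, at or above 50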
Active calls of the source: *; . = no result given. These rows are one share of the data; the hit share may differ from the screen's.

SMILES | GSK3 alpha inh | HSP90 refold inh | KLF5 inhibitor | IEC-6 tox | aSyn UTR inh | GSK3B inh | HSF1 activator | HSF1 inh | DYRK1A inh | Platelet DG rel
COCC(C)Nc1ccc(S(=O)(=O)N2CCCC2)cc1[N+](=O)[O-] (stereo unspecified) | -1 | -1 | -4 | 0 | 2 | 0 | -1 | -2 | . | 2
COc1ccc(C(=O)NCc2nnc(SCC(=O)Nc3ccc4c(c3)OCO4)o2)cc1 | 1 | 0 | -15 | -12 | 0 | 1 | 1 | -6 | -3 | 10
COC(=O)c1ccc(NC(=O)CS(=O)(=O)c2ccccc2)cc1 | -6 | 0 | 4 | 4 | -54 | -3 | 4 | 4 | . | 1
O=C(O)CC1(c2ccc(F)cc2)C2CC3CC(C2)CC1C3 (stereo unspecified) | -7 | 10 | -6 | 0 | -7 | -4 | -6 | -12 | 1 | -3
COC(=O)c1sccc1NC(=O)c1cccnc1 | 4 | 0 | 6 | 6 | -12 | -2 | 6 | 1 | 14 | 0
CCNC(=O)c1cc2c(=O)n3cccc(C)c3nc2n(Cc2ccc(C)cc2)c1=N | -1 | -2 | 0 | 3 | 7 | 0 | 35 | 2 | 3 | 0
Cc1nc2ccccc2nc(C)c1=NOCc1ccc(C#N)cc1 | -3 | -1 | -37 | -1 | -27 | -2 | 40 | 9 | -1 | 3
CCOc1ccccc1N1CC(C(=O)Nc2ccc3c(c2)OCCO3)CC1=O (stereo unspecified) | 5 | 6 | -20 | 4 | -7 | -23 | -1 | -9 | 0 | -2
CCCOC(=O)N[C@@H]1C(=O)N2C(C(=O)OCCC)=C(C)CS[C@H]12 | 0 | 6 | -17 | 5 | -4 | -4 | 21 | -3 | 2 | -3
COc1cccc2c3c(c(=O)[nH]c12)CCC(C)(C)O3 | 8 | 1 | -27 | -1 | 0 | 3 | -4 | -5 | 10 | -8
O=C(O)c1ccc(Cn2c(=S)[nH]c3cc(Cl)ccc3c2=O)cc1 | 1 | 1 | -6 | -5 | 8 | -2 | -7 | -4 | -1 | 2
O=C(CC1CCCCC1)NCCOc1ccccc1 | -2 | -1 | 9 | 9 | -38 | 1 | -1 | 6 | -5 | -21
Cc1ccc(-c2csc(NC(=S)NC(=O)c3cc4ccccc4o3)n2)cc1 | 2 | -3 | -6 | -1 | -66 | -4 | -5 | 1 | -6 | 1
Cc1ccccc1N(CC(=O)Nc1ccc(S(=O)(=O)N2CCOCC2)cc1)S(C)(=O)=O | 1 | -2 | -30 | -2 | 5 | 3 | 0 | -3 | -6 | -1
O=C1CC(c2ccco2)CC(O)=C1C=NCCN1CCN(C2CC(=O)N(c3ccccc3)C2=O)CC1 (stereo unspecified) | . | -1 | -16 | -4 | 11 | 5 | -14 | -2 | -2 | -3
C=CCOc1cccc(CNCCCN2CCOCC2)c1 | 0 | -3 | -4 | -3 | 4 | 2 | 0 | -3 | -7 | 6
O=c1c2cc(Br)ccc2nc(-c2ccc([N+](=O)[O-])cc2)n1O | -5 | -2 | -47 | -9 | 0 | 1 | 11 | -6 | 10 | 2
O=C(COC(=O)c1cc([N+](=O)[O-])ccc1N1CCOCC1)NCc1ccc(F)cc1 | -1 | 1 | -10 | 4 | 8 | 2 | 10 | 2 | -1 | -5
CCN1CCCC1CNC(=O)Cn1nc(C)n2nc(-c3ccccc3)cc2c1=O (stereo unspecified) | -2 | -2 | -16 | 6 | -2 | 2 | -1 | -5 | 7 | -7
O=C1OCc2ccc(NC(=O)c3ccccc3C(=O)O)cc21 | -1 | -2 | 1 | 6 | -1 | 0 | 49 | 24 | -2 | 4
O=C(CSc1nnc(-c2cccc(Cl)c2)o1)Nc1ccc2c(c1)OCCO2 | -1 | 5 | -163 | 4 | -180 | -4 | . | . | -2 | -4
COc1cccc(-c2nc(CS(=O)(=O)c3ccccc3)no2)c1 | 1 | 1 | -59 | 8 | -126 | 0 | 36 | 26 | 19 | -1
CCCc1cc(C(=O)N2CCN(C(c3ccccc3)c3ccccc3)CC2)no1 | 1 | -2 | 7 | -2 | 5 | 2 | 20 | 2 | 3 | -3
O=C(Nc1nc2ccc(F)cc2s1)C1=NN(c2ccccc2)C(=O)CC1 | 1 | -5 | -18 | -3 | -97 | -1 | 8 | 4 | 1 | 5
O=C(C1CCCO1)N1CCN(C(=S)Nc2ccc(F)cc2)CC1 (stereo unspecified) | -3 | 1 | -15 | -3 | 30 | 0 | -3 | 6 | -6 | 13

Following part.
SMILES | GSK3 alpha inh | HSP90 refold inh | KLF5 inhibitor | IEC-6 tox | aSyn UTR inh | GSK3B inh | HSF1 activator | HSF1 inh | DYRK1A inh | Platelet DG rel
Cc1cc(OCC(=O)N2CCCC2)ccc1Cl | 0 | 0 | -46 | 0 | -91 | 2 | 20 | 4 | 5 | 1
Cc1ccc(C(=O)NCCSC(C)(C)C)cc1[N+](=O)[O-] | 0 | -4 | -61 | -2 | -119 | -5 | 28 | 15 | -4 | 7
Cc1csc(N2CCCC2c2nc3cc(C(F)(F)F)ccc3n2CCOCCO)n1 (stereo unspecified) | -1 | . | . | . | -3 | 2 | -4 | 4 | -8 | 0
N#CC(c1ccc(Cl)cc1)c1nc2ccccc2nc1C(F)(F)F (stereo unspecified) | -3 | 2 | 3 | -2 | 17 | 1 | 38 | 2 | 5 | -18
COc1ccc(/C=N/NC(=S)NC2CCS(=O)(=O)C2)cc1 (stereo unspecified) | . | 0 | 6 | -5 | 35 | -10 | 11 | -1 | 0 | -6
CCCn1c(C)cc(C)c(C#N)c1=O | -16 | 1 | -2 | 4 | -12 | 6 | -6 | -1 | 7 | 1
O=C(COc1ncnc2sccc12)NC1CCCc2ccccc21 (stereo unspecified) | -2 | 2 | 2 | -3 | 1 | 4 | 5 | -12 | 1 | -7
Cc1cccc(NC(=O)c2ccccc2NC(=O)CCC(=O)O)c1 | -2 | 3 | -42 | -2 | -6 | 0 | 0 | 0 | -5 | 6
COc1ccc(CC(=O)Nc2ccc(N3CCOCC3)cc2)cc1S(=O)(=O)N1CCOCC1 | -1 | 1 | -18 | -1 | -4 | 1 | 1 | -11 | -9 | 2
COc1cc2ccccc2cc1C(=O)N1CCCCC1 | 0 | . | . | . | 9 | 2 | -7 | -3 | 1 | -12
O=C(c1ccco1)n1nc(-c2ccccc2)nc1SCc1ccccc1 | -2 | -4 | -54 | 2 | -112 | -1 | 0 | 6 | -9 | -10
C#CCNC(=O)c1cc2sccc2n1C | 1 | 3 | 7 | 1 | 0 | 2 | -1 | 0 | -5 | -6
Cc1cc(C)nc(SCc2ccc(Br)cc2)n1 | -1 | -1 | -33 | 1 | -2 | -3 | 13 | 1 | -3 | 4
COCCN(C(=O)CSc1ncn[nH]1)c1c(N)n(Cc2ccccc2)c(=O)[nH]c1=O | -1 | . | . | . | 18 | -1 | -1 | 0 | 5 | 8
O=C(C(c1ccccc1)c1ccccc1)N1CCN(Cc2ccc(Br)cc2)CC1 | -1 | 1 | -11 | 4 | 23 | -2 | -6 | -4 | 3 | -3
CC(C)C(C)NC(=O)CN1C(=O)NC2(CCCc3ccccc32)C1=O (stereo unspecified) | 0 | 0 | -3 | 1 | -5 | -1 | -9 | -4 | -2 | 2
Cc1ccc(OCc2ccc(C(=O)NN)o2)cc1C | 0 | 6 | -7 | 0 | -10 | 1 | 32 | 7 | . | 8
CN(C)CCC(=O)c1ccc(F)cc1 | -2 | 9 | 20 | -3 | 11 | 1 | 0 | 4 | 5 | -1
O=C(CCc1nnc(-c2ccc3c(c2)OCO3)o1)N(Cc1ccncc1)CC1CCCO1 (stereo unspecified) | 4 | 2 | -6 | 0 | -4 | 4 | 13 | -4 | -4 | -1
Cc1ccc(N(CC(=O)NC2CCCC2)C(=O)c2ccc(C)s2)cc1 | -2 | 2 | -9 | 0 | 10 | 5 | -6 | -9 | 8 | 10
O=C(NCc1cccnc1)c1ccc(NC(=O)c2ccco2)cc1 | -4 | 1 | -39 | 4 | -20 | -2 | -4 | 6 | 5 | -1
CCOC(=O)c1ccccc1NC(=O)COC(=O)C1CC(=O)N(c2ccc3c(c2)OCCO3)C1 (stereo unspecified) | -1 | . | . | . | 17 | . | -14 | -14 | 1 | -9
COc1ccc(NC(=O)N2CCC(CO)(CC3CCCCO3)CC2)c(OC)c1 (stereo unspecified) | -1 | 7 | -10 | 1 | -5 | -7 | 17 | -3 | -7 | -15
CCCOc1ccc(-c2nc(C#N)c(N3CCC(C(N)=O)CC3)o2)cc1 | 1 | -2 | -10 | -5 | 12 | 2 | -1 | -8 | 3 | 4
Cc1nc(CNS(=O)(=O)c2ccc(Br)cc2)cs1 | -2 | -2 | -7 | 2 | 0 | 1 | -18 | -6 | . | 2

Shown with two lines to a compound: entries from further up
Values run as follows: GSK3 alpha inh | HSP90 refold inh | KLF5 inhibitor | IEC-6 tox | aSyn UTR inh | GSK3B inh | HSF1 activator | HSF1 inh | DYRK1A inh | Platelet DG rel
CCCn1c(C)cc(C)c(C#N)c1=O
 : -16 | 1 | -2 | 4 | -12 | 6 | -6 | -1 | 7 | 1
Cc1csc(N2CCCC2c2nc3cc(C(F)(F)F)ccc3n2CCOCCO)n1 (stereo unspecified)
 : -1 | . | . | . | -3 | 2 | -4 | 4 | -8 | 0
Cc1nc(CNS(=O)(=O)c2ccc(Br)cc2)cs1
 : -2 | -2 | -7 | 2 | 0 | 1 | -18 | -6 | . | 2
CN(C)CCC(=O)c1ccc(F)cc1
 : -2 | 9 | 20 | -3 | 11 | 1 | 0 | 4 | 5 | -1

(listing goes on)
SMILES | GSK3 alpha inh | HSP90 refold inh | KLF5 inhibitor | IEC-6 tox | aSyn UTR inh | GSK3B inh | HSF1 activator | HSF1 inh | DYRK1A inh | Platelet DG rel
COc1ccccc1/C=C/C1C(C(=O)OCC(C)C)=C(C)N=C2SCCC(=O)N21 (stereo unspecified) | 0 | 4 | -15 | 1 | -16 | 2 | 17 | 15 | -4 | 23
O=C(Nc1ccc2c(c1)OCO2)N1CCC(CO)(CC2CCCCO2)CC1 (stereo unspecified) | -1 | -7 | -35 | -4 | -91 | 0 | -12 | -3 | 3 | -5
COC(=O)c1cc(NC(=O)c2ccc(C)cc2)c(=O)oc1C | -2 | -3 | -18 | 4 | -17 | -1 | 3 | 12 | -3 | -6
CCC(C(=O)NCC1CCCO1)n1nc(C)c2sc3ccccc3c2c1=O (stereo unspecified) | 0 | 3 | -14 | 6 | -11 | -3 | 27 | 9 | 3 | -1
Cc1ccc(CNC(=O)CCC2CCCN(Cc3cccc4ncccc34)C2)o1 (stereo unspecified) | -1 | -4 | -8 | -2 | 5 | 1 | 6 | -3 | 3 | 1
CCCNC(=O)C1CCN(S(=O)(=O)c2ccc3[nH]c(=O)ccc3c2)CC1 | -2 | 35* | -20 | 0 | -15 | 3 | 12 | -2 | -2 | -4

From PubChem BioAssay
